Source: PubChem BioAssay (National Center for Advancing Translational Sciences (NCATS))
RXFP1 antagonist = qHTS Assay for Antagonists of the Relaxin Receptor RXFP1; AID 1259400, 2018; Relaxin receptor 1 (Homo sapiens), Q9HBX9; HEK293-RXFP1, relaxin-stimulated cAMP HTRF, 30 min; active compounds read low; 350,000 compounds, 0.59% hits; activity change, negative = inhibition, % at 57.5 µM;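 active = activity change of -60% or lower, but not beyond a set lower limit; inconclusive = change between -60% and -40%, or beyond the set limit; inactive = change above -40%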; also: % is scaled to controls: 0 for no effect and ±100 for the full control effect
RXFP1 ag = qHTS Assay for Agonists of the Relaxin Receptor RXFP1 | Potency, µM (top dose mostly 57.5 µM), for the others: at the highest dose activation, hits mostly activators | 370,000 compounds, 0.3% hits | Relaxin receptor 1 (Homo sapiens), Q9HBX9 | HEK293T-RXFP1 cAMP TR-FRET, 30 min; response scale: percent of porcine relaxin response, buffer zero; also: potency is read from the fitted curve at half-maximal effect; % is scaled to controls: 0 for no effect and ±100 for the full control effect; nearly all actives have a fitted effect of over 60% in size; many of its hits are not listed in these tables
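HEK293T cells stably expressing RXFP1 were pretreated with the PDE4 inhibitor Ro 20174, exposed to compounds for 30 min at 37C, lysed, and cAMP was read by TR-FRET. Data normalized to buffer (basal) and 29 nM porcine relaxin (100%).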
D2 potentiator = HTS Assay for Positive Allosteric Modulators of the Human D2 Dopamine Receptor: Primary Screen for Potentiators; potentiation, % at 10 µM; 340,000 compounds, 0.34% hits; HEK293 T-REx D2, calcium flux, EC20 dopamine potentiation; D(2) dopamine receptor (Homo sapiens), P14416; AID 485347, 2010;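 active = potentiation over 3 SD above the plate norm, cut at about 30% in these data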; also: 0% is about no effect
Target sequence (P14416 whole entry, looked up): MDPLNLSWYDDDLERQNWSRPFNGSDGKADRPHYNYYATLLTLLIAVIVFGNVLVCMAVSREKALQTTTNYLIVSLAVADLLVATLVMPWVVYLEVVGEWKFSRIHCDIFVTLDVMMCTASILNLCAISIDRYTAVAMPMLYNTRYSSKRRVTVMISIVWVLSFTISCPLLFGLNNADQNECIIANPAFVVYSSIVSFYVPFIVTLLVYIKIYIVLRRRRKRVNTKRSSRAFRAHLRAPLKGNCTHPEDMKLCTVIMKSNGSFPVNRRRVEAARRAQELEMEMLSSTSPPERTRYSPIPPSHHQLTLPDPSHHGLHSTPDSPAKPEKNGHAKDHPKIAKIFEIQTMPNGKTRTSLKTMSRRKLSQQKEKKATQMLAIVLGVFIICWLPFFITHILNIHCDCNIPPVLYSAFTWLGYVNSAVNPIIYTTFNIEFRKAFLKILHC
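Potentiation of an EC20 dopamine calcium response measured kinetically over 180 s, after a preceding 180 s compound-only read flagging agonists. Cells: inducible Hek293 Trex D2 line, 4000/well, cultured overnight at 30 C before dye loading.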
Vif-A3F inh = qHTS for Inhibitors of Vif-A3F Interactions: qHTS; 390,000 compounds, 0.2% hits; AID 602313, 2012; Potency, µM (doses to about 46.1 µM), without a hit: at the top dose activity, negative = active; HeLa A3F-eYFP + Vif (tagged APOBEC3F with the HIV-1 protein that degrades it), YFP fluorescence increase; also: potency is read from the fitted curve at half-maximal effect; % of control where 0% means no effect; nearly all actives have a fitted effect of over 65% in size
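Fluorescence increase (Ex 488/Em 500-530) after overnight compound treatment at 37 deg C flags inhibition of Vif-driven A3F-eYFP loss in stable HeLa A3F-eYFP/Vif cells seeded overnight beforehand.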
D1 antagonist = Antagonist of Human D 1 Dopamine Receptor: qHTS | D(1A) dopamine receptor (Homo sapiens), P21728 | HEK293 TREx D1 cells, calcium flux, dopamine EC80; active compounds read low | activity change, negative = inhibition, % at 10 µM | 360,000 compounds, 3.2% hits; in the data active = activity change below about -30%; also: % is scaled to controls: 0 for no effect and ±100 for the full control effect
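Inducible Hek293 Trex D1 cells (tetracycline, overnight, 30 C). Calcium dye 30–90 min RT. Antagonist mode: EC80 dopamine added after 180 s compound read.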
D1 ag = Allosteric Agonists of the Human D1 Dopamine Receptor: qHTS. D(1A) dopamine receptor (Homo sapiens), P21728. HEK293 T-REx D1 cells, calcium flux, agonist mode. activation, % at 2 µM. 360,000 compounds, 1% hits. AID 504660, 2011; in the data active = activation above about 30%; also: 0% is about no effect
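Tetracycline-induced HEK293 TREx D1 cells, force-coupled to calcium signalling, were dye-loaded with a no-wash calcium kit. Compound was pin-added after a 10 s baseline. Fluorescence was read kinetically at 1 cycle/s for 180 s, with calcium rises flagged as agonism.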
D1 potentiator = Potentiators of Human D1 Dopamine Receptor: qHTS. AID 504651, 2011. HEK293 TREx D1 cells, calcium flux, dopamine EC20 potentiation. potentiation, % at 10 µM. D(1A) dopamine receptor (Homo sapiens), P21728. 360,000 compounds, 0.036% hits; in the data active = potentiation above about 30%; also: 0% is about no effect
Vif-A3G inh = qHTS for Inhibitors of Vif-A3G Interactions: qHTS. 410,000 compounds, 0.076% hits. HeLa A3G-eYFP + Vif (tagged APOBEC3G with the HIV-1 protein that degrades it), YFP fluorescence, overnight. Potency, µM (doses to about 46.1 µM), inactives show top-dose activity, negative = active, hits mostly inhibitors;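 also: potency is read from the fitted curve at half-maximal effect; % is scaled to controls: 0 for no effect and ±100 for the full control effect; nearly all actives have a fitted effect of over 60% in size; hits raise eYFP signal because A3G escapes Vif-driven loss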
Target sequence (Q9HC16 whole entry, looked up): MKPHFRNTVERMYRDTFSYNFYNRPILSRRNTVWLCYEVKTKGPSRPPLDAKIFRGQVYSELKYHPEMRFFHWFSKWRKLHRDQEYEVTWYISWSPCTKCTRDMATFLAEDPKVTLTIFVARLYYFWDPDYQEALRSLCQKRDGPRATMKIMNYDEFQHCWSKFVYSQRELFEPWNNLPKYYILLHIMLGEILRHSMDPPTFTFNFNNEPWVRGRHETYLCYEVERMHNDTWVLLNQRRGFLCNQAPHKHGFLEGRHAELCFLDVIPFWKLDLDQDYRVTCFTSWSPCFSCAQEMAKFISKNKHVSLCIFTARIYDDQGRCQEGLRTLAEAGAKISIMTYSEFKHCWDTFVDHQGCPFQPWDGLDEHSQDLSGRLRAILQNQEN
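HeLa cells stably expressing Vif and C-terminally eYFP-tagged A3G, seeded overnight at 37 deg C, then exposed to compound by pintool overnight at 37 deg C. Rise in yellow fluorescence (Ex 488/Em 500-530, Acumen) marks blocked Vif-driven A3G degradation.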
Glioma ERSR ind = qHTS for Inducers of the Endoplasmic Reticulum Stress Response (ERSR) in Human Glioma: qHTS | 420,000 compounds, 0.02% hits | Potency, µM, inactives show top-dose activation, most hits filed as activators | AID 602332, 2012 | U87-MG GRP78 promoter luciferase reporter, 16 h; also: potency is read from the fitted curve at half-maximal effect; series mostly up to about 76 µM; % of control where 0% means no effect; nearly all actives have a fitted effect of over 35% in size
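Stably transfected U87-MG glioma cells carrying a GRP78-based luciferase sensor; 16 h compound incubation. Luminescence end-point read 10 min after Bright-Glo addition at room temperature.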
An asterisk follows results filed as active. Unless noted, calls follow the shape of the dose curve; as a rule, active = well fitted curve in the direction sought with a large enough effect; inconclusive = small, poorly fitted or top-dose-only effect, or another doubt; inactive = no such curve, though single readings can be large; an effect the other way counts as inactive or inconclusive. An excerpt; the hit share may differ from the screen's.

`Cc1ccc2c(c1)C1CN(C)CCC1N2C(=O)Cn1nnc(-c2ccccc2F)n1` (centres undefined) gave RXFP1 antagonist -4, RXFP1 ag -0.1%, D2 potentiator -3, Vif-A3F inh 1%, D1 antagonist -18, D1 ag 5, D1 potentiator -8, Vif-A3G inh 1% and Glioma ERSR ind -3%.
C[C@]12CCC3C(C1CCC2=O)[C@H](O)C[C@H]1C[C@@H](O)CC[C@]31C (some centres undefined) was read as RXFP1 antagonist -5, Vif-A3F inh -16%, Vif-A3G inh 1% and Glioma ERSR ind -2%.
CN1CCN(c2nc3ccccc3c(=O)n2-c2ccccc2)CC1 was read as RXFP1 ag 3.3%, D2 potentiator -5, Vif-A3F inh 2%, D1 antagonist -2, D1 ag 2, D1 potentiator -1, Vif-A3G inh 4% and Glioma ERSR ind -4%.
CCCN(CC#CCO)CCC was read as RXFP1 antagonist 0, RXFP1 ag 1.3%, D2 potentiator -11, Vif-A3F inh -2%, D1 antagonist 24, D1 ag 5, D1 potentiator -6, Vif-A3G inh 1% and Glioma ERSR ind -5%.
Screening CN1C(=O)NC(=O)C(N=Nc2ccc(Cl)cc2)C1=O (centres undefined) returned RXFP1 antagonist 9, Vif-A3F inh -11%, Vif-A3G inh -3% and Glioma ERSR ind 1%.
For Cc1ccsc1C(=O)C1CCCN(Cc2cnn(C)c2)C1 (centres undefined) the results were RXFP1 antagonist 0, RXFP1 ag 5.1%, D2 potentiator -3, Vif-A3F inh 5%, D1 antagonist -2, D1 ag -1, D1 potentiator -5, Vif-A3G inh -1% and Glioma ERSR ind -4%.
Screening CC(C)c1ccc(NC(=O)CN2C(=O)CN=C(c3ccccc3)c3ccccc32)cc1 returned RXFP1 antagonist -13, RXFP1 ag 3.3%, D2 potentiator 2, Vif-A3F inh 2%, D1 antagonist 1, D1 ag 1, D1 potentiator 1, Vif-A3G inh -1% and Glioma ERSR ind -2%.
CC(C)Oc1cccc(C(=O)C2CCCN(Cc3ccon3)C2)c1 (centres undefined) was read as RXFP1 antagonist 1, RXFP1 ag -1.0%, D2 potentiator 3, Vif-A3F inh 4%, D1 antagonist -7, D1 ag 0, D1 potentiator 4, Vif-A3G inh 4% and Glioma ERSR ind 3%.
CCCCCCn1c(=O)c(C(=O)Nc2c(C)n(C)n(-c3ccccc3)c2=O)c(O)c2ccccc21 was read as RXFP1 antagonist -15, RXFP1 ag 0.0%, D2 potentiator -3, Vif-A3F inh 4%, D1 antagonist -3, D1 ag 1, D1 potentiator -10, Vif-A3G inh 0% and Glioma ERSR ind 1%.
CCC(=NCCO)c1c(O)n(C2CCCCC2)c(=O)[nH]c1=O was read as RXFP1 antagonist 0, RXFP1 ag 0.0%, D2 potentiator 5, Vif-A3F inh 2%, D1 antagonist 8, D1 ag 0, D1 potentiator 3, Vif-A3G inh 7% and Glioma ERSR ind -2%.
C=CCN1C(=O)NC(=O)/C(=C/c2cnc(SC)nc2)C1=O was read as RXFP1 antagonist -15, RXFP1 ag -2.6%, D2 potentiator 10, Vif-A3F inh 10%, D1 antagonist -11, D1 ag 3, D1 potentiator 4, Vif-A3G inh -3% and Glioma ERSR ind 2%.
For Cc1ccc(NP(=O)(Oc2ccccc2F)Oc2ccccc2F)cc1C the results were RXFP1 ag -0.6%, D2 potentiator 17, Vif-A3F inh -11%, D1 antagonist 48, D1 ag 3, D1 potentiator 4, Vif-A3G inh -12% and Glioma ERSR ind 2%.
CC/C(=N\Nc1cccc2ccccc12)c1c(O)[nH]c(=O)[nH]c1=O was read as RXFP1 antagonist 10, RXFP1 ag 1.1%, D2 potentiator 8, Vif-A3F inh 1%, D1 antagonist 8, D1 ag 2, D1 potentiator -1, Vif-A3G inh -7% and Glioma ERSR ind 1%.
O=C1NC(=O)N(c2ccc3c(c2)OCO3)C(=O)/C1=C/c1ccc(N2CCCCC2)o1 was read as RXFP1 antagonist -8, RXFP1 ag -0.3%, D2 potentiator -3, Vif-A3F inh 22µM*, D1 antagonist 3, D1 ag 22, D1 potentiator 3, Vif-A3G inh inconclusive and Glioma ERSR ind -1%.
Screening Cc1ccsc1C(=O)C1CCCN(Cc2sc(N(C)C)nc2Cl)C1 (centres undefined) returned RXFP1 antagonist -9, RXFP1 ag 0.4%, D2 potentiator -20, Vif-A3F inh 4%, D1 antagonist -16, D1 ag 3, D1 potentiator -1, Vif-A3G inh 5% and Glioma ERSR ind -5%.
CC(C)(C)C(=O)OC[N+](C)(C)CCOC(=O)C(O)(c1ccccc1)C1CCCC1 (centres undefined) was read as RXFP1 antagonist 0, RXFP1 ag 0.0%, D2 potentiator -8, Vif-A3F inh 7%, D1 antagonist 7, D1 ag 5, D1 potentiator -5, Vif-A3G inh 3% and Glioma ERSR ind -3%.
`O=P(C(Cl)Cl)(N1CCCCC1)N1CCCCC1` gave RXFP1 antagonist -5, RXFP1 ag -0.3%, D2 potentiator -5, Vif-A3F inh 5%, D1 antagonist 3, D1 ag 0, D1 potentiator -2, Vif-A3G inh 1% and Glioma ERSR ind -6%.
For O=C(COc1ccccc1[N+](=O)[O-])N1CCN(CCc2ccncc2)CC1 the results were RXFP1 antagonist 4, RXFP1 ag 0.0%, D2 potentiator -8, Vif-A3F inh -17%, D1 antagonist -4, D1 ag 3, D1 potentiator 0, Vif-A3G inh -2% and Glioma ERSR ind -1%.
`COCCNC(=O)N1[C@H]2CC[C@@H]1C(C(=O)OC)=C(c1ccc(OC)c(OC)c1)C2` gave RXFP1 ag 0.4%, D2 potentiator 5, Vif-A3F inh 3%, D1 antagonist 6, D1 ag 0, D1 potentiator 0, Vif-A3G inh -5% and Glioma ERSR ind 1%.
Screening O=C(CCc1nnc2ccc(NCc3ccccc3)nn12)N1CCC2(CC1)OCCO2 returned RXFP1 antagonist -18, RXFP1 ag 0.5%, D2 potentiator 4, Vif-A3F inh 7%, D1 antagonist 7, D1 ag 1, D1 potentiator 4, Vif-A3G inh -1% and Glioma ERSR ind 1%.

Sorted by count of non-hydrogen atoms (rising): part of the list above.
Screening CN1C(=O)NC(=O)C(N=Nc2ccc(Cl)cc2)C1=O (centres undefined) returned RXFP1 antagonist 9, Vif-A3F inh -11%, Vif-A3G inh -3% and Glioma ERSR ind 1%.
CC/C(=N\Nc1cccc2ccccc12)c1c(O)[nH]c(=O)[nH]c1=O was read as RXFP1 antagonist 10, RXFP1 ag 1.1%, D2 potentiator 8, Vif-A3F inh 1%, D1 antagonist 8, D1 ag 2, D1 potentiator -1, Vif-A3G inh -7% and Glioma ERSR ind 1%.
For O=C(COc1ccccc1[N+](=O)[O-])N1CCN(CCc2ccncc2)CC1 the results were RXFP1 antagonist 4, RXFP1 ag 0.0%, D2 potentiator -8, Vif-A3F inh -17%, D1 antagonist -4, D1 ag 3, D1 potentiator 0, Vif-A3G inh -2% and Glioma ERSR ind -1%.

Further records:
O=C(NCC(c1cccnc1)N1CCN(c2ccccc2)CC1)Oc1ccccc1 (centres undefined) was read as RXFP1 antagonist 5, RXFP1 ag 0.3%, D2 potentiator 44*, Vif-A3F inh -2%, D1 antagonist 8, D1 ag -2, D1 potentiator 4, Vif-A3G inh 3% and Glioma ERSR ind -3%.
Screening O=C1/C(=C/c2ccc([N+](=O)[O-])cc2)N2CCC1CC2 returned RXFP1 antagonist -16, RXFP1 ag -0.7%, D2 potentiator -10, Vif-A3F inh -2%, D1 antagonist -1, D1 ag 6, D1 potentiator -5, Vif-A3G inh -5% and Glioma ERSR ind -2%.
Screening CCCOP(=O)(OCCC)C(NC(=O)c1cc(OC)c(OC)c(OC)c1)c1ccccc1 (centres undefined) returned RXFP1 antagonist 0, RXFP1 ag -1.5%, D2 potentiator 3, Vif-A3F inh 8%, D1 antagonist 0, D1 ag 3, D1 potentiator -1, Vif-A3G inh 2% and Glioma ERSR ind -7%.
`O=[N+]([O-])c1cc([As](=O)(O)c2ccc(O)c([N+](=O)[O-])c2)ccc1O` gave RXFP1 antagonist -6, RXFP1 ag 2.2%, D2 potentiator 2, Vif-A3F inh -28%, D1 antagonist 5, D1 ag 3, D1 potentiator -12, Vif-A3G inh 0% and Glioma ERSR ind 0%.
Cc1cc(O)c(CN2CC=C(c3ccccc3)CC2)cc1C(C)C was read as RXFP1 antagonist -33, RXFP1 ag -1.3%, D2 potentiator -26, Vif-A3F inh 0%, D1 antagonist 12, D1 ag 1, D1 potentiator -7, Vif-A3G inh 0% and Glioma ERSR ind -2%.
CC(=O)OC1(C)CC(C)C(=O)C(C(O)CC2CC(=O)NC(=O)C2)C1 (centres undefined) was read as RXFP1 antagonist 1, Vif-A3F inh 0%, Vif-A3G inh -25% and Glioma ERSR ind -6%.
Screening COc1ccc(C2=CC(c3ccc(OC)c(OC)c3)c3c(c4ccccc4oc3=O)O2)cc1OC (centres undefined) returned RXFP1 antagonist 10, RXFP1 ag 3.5%, D2 potentiator 18, Vif-A3F inh -8%, D1 antagonist 6, D1 ag 5, D1 potentiator -7, Vif-A3G inh -32% and Glioma ERSR ind -2%.
